# Screening data deposited in PubChem by National Center for Advancing Translational Sciences (NCATS).
# Pin1 inhibitor: qHTS Assay to Find Inhibitors of Pin1 | Pin1 FP peptide displacement, HiFluor488, 10 min | hit rate 0.009% among 390,000 | Peptidyl-prolyl cis-trans isomerase NIMA-interacting 1 (Homo sapiens), Q13526 | AID 504891, 2011 | Potency, µM (titrated, usually from 115 µM), for inactives: at the highest dose activity, negative = inhibition, actives largely listed as inhibitors; active = well fitted inhibition curve with a large enough effect in the polarisation, with a control signal flat, not every such curve was filed as active; inconclusive = small, poorly fitted or top-dose-only effect, or effect the other way, or a change in a side signal; inactive = no such curve, though single readings can be large or run the other way; the % refers to the polarisation; note: % is set by controls: 0 for no effect and ±100 for the full control effect
# HP1b binding inh: HTS for Inhibitors of HP1-beta Chromodomain Interactions with Methylated Histone Tails; Chromobox protein homolog 1 (Homo sapiens), P83916; AlphaScreen HP1-beta / biotin-H3K9me3 peptide binding; Potency, µM (highest dose often 114 µM), for the others: at the top dose activity change, negative = inhibition, hits mostly inhibitors; hit rate 0.56% among 390,000; AID 540317, 2011; note: nearly all actives have a fitted effect of over 70% in size; inactives centre near 23
#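 Compound inhibition of the preformed complex between 50 nM HP1-beta and 50 nM biotinylated H3K9me3 peptide was read by AlphaScreen. Buffer was PBS pH 7.4 with 0.01% Tween-20. Incubations ran 30 min at room temperature, with 10 ug/mL donor/acceptor beads.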
# JMJD2A Tudor inh: qHTS Assay for Inhibitors of JMJD2A-Tudor Domain | Lysine-specific demethylase 4A (Homo sapiens), O75164 | AlphaScreen JMJD2A-Tudor / H3K4me3 peptide binding | Potency, µM (titrated, usually from 114 µM), for inactives: at the highest dose activity change, negative = inhibition, usual class: inhibitors | hit rate 4.4% among 390,000 | AID 504339, 2011; note: % is set by controls: 0 for no effect and ±100 for the full control effect; nearly all actives have a fitted effect of over 50% in size
# Pol iota inh: qHTS for Inhibitors of Polymerase Iota. DNA polymerase iota (Homo sapiens), Q9UNA4. Pol iota fluorescent replication assay, 10 min. Potency, µM (doses to about 115 µM), inactives show at the top dose activity, negative = inhibition, hits mostly inhibitors. hit rate 1% among 390,000. AID 588590, 2011
#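 Fluorescent replication assay read twice, at 0 min and 10 min after adding 50 nM (final) substrate. Enzyme (10 nM) and compounds were first incubated 15 min at room temperature; enzyme-free buffer wells were negative controls.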
# BAZ2B block: qHTS Assay for Inhibitors of BAZ2B. hit rate 4.4% among 360,000. Potency, µM (series often up to 114 µM), without a hit: top-dose activity change, negative = inhibition, usual class: inhibitors. AID 504333, 2011. Bromodomain adjacent to zinc finger domain protein 2B (Homo sapiens), Q9UIF8. AlphaScreen BAZ2B-H3K14Ac peptide displacement; note: % is set by controls: 0 for no effect and ±100 for the full control effect; nearly all actives have a fitted effect of over 60% in size
#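 Multi-concentration screen (max 110 uM) measuring displacement of acetylated histone H3 peptide from BAZ2B by AlphaScreen, using 50 nM protein, 50 nM peptide and 10 ug/mL streptavidin donor plus Ni-chelate acceptor beads.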
# G9a block: qHTS Assay for Inhibitors of Histone Lysine Methyltransferase G9a | Histone-lysine N-methyltransferase EHMT2 (Homo sapiens), Q96KQ7 | Potency, µM (highest dose often 102 µM), inactives show top-dose activity, negative = inhibition, hits mostly inhibitors | hit rate 8.8% among 350,000 | G9a H3K9 monomethylation, AlphaScreen, 2 h | AID 504332, 2011; note: % is set by controls: 0 for no effect and ±100 for the full control effect; nearly all actives have a fitted effect of over 75% in size
#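 Signal arises when biotinylated H3K9 peptide, once monomethylated, bridges streptavidin donor and antibody-captured acceptor beads. Enzyme at 20 nM was preincubated 15 min with test compounds; peptide 500 nM and SAM 20 uM then reacted for 2 h.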
# BLM inh: qHTS Assay for Inhibitors of Bloom's syndrome helicase (BLM); recombinant BLM DNA unwinding, fluorescence dequenching; RecQ-like DNA helicase BLM (Homo sapiens), P54132; hit rate 0.2% among 350,000; Potency, µM (highest dose often 56.1 µM), without a hit: at the top dose activity change, negative = inhibition, actives largely listed as inhibitors; AID 2528, 2010;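 note: plate controls were vehicle for no effect and no enzyme for full effect; nearly all actives have a fitted effect of over 35% in size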
# Tb PGK inh: qHTS Assay to Find Inhibitors of Phosphoglycerate Kinase | Phosphoglycerate kinase, glycosomal (Trypanosoma brucei brucei), P07378 | PGK/GAPDH coupled, Kinase-Glo luminescence, 60 min | Potency, µM (series often up to 57.5 µM), without a hit: at the highest dose activity change, negative = inhibition, usual class: inhibitors | hit rate 0.043% among 380,000; note: % is set by controls: 0 for no effect and ±100 for the full control effect; nearly all actives have a fitted effect of over 60% in size
#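 Recombinant glycosomal PGK reaction used 1,3-bisphosphoglycerate generated in-well by GAPDH (100nM final) in 100mM TEA pH 7.6, 5mM MgCl2, 0.01% Tween-20. After 60 minutes at room temperature, ATP was read by Kinase-Glo Plus luminescence end-point.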
# GLS inh: qHTS for Inhibitors of Glutaminase (GLS); Glutaminase kidney isoform, mitochondrial (Homo sapiens), O94925; GLS enzymatic activity, qHTS titration; Potency, µM (titrated, usually from 45.5 µM), without a hit: at the highest dose activity change, negative = inhibition, most hits filed as inhibitors; hit rate 0.21% among 410,000; AID 624170, 2012; note: % is set by controls: 0 for no effect and ±100 for the full control effect
#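 Glutamate formation by hKGA was monitored fluorometrically using coupled glutamate oxidase, HRP and Amplex Red. Substrate was added as 1 mM L-glutamine solution; incubation was 30 min at RT after an initial read.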
# * = called active by the depositor; i = inactive; u = inconclusive; x = not tested or not shown; & = joins results of further samples; [ ] = remark or other dose. Unless noted, calls come from the whole dose curve; as a rule, active = well fitted curve in the direction sought with a large enough effect; inconclusive = small, poorly fitted or top-dose-only effect, or another doubt; inactive = no such curve, though single readings can be large; an effect the other way counts as inactive or inconclusive. Potency is the fitted concentration of half-maximal effect. The list is partial; count on the stated rates, not on these rows.
cpd	BAZ2B block	HP1b binding inh	BLM inh	Pol iota inh	Tb PGK inh	JMJD2A Tudor inh	GLS inh	G9a block	Pin1 inhibitor	structure
1	6%	13%	2%	87%[activator]	6%	17%	-12%	6%	11%	COc1ccc(-c2cc(C(F)(F)F)c(C#N)c(SCC(=O)O)n2)cc1
2	-7%	u	-6%	-9%	-1%	-2%	8%	u	3%	COC1(NS(=O)(=O)c2ccc(Br)cc2)C(C)=CC(=O)C=C1C
3	16%	15%	x	2%	-1%	4%	2%	u	6%	CC(=O)Nc1ccc(NC(=O)C(C)OC(=O)CCCN=C2NS(=O)(=O)c3ccccc32)cc1 (stereo unspecified)
4	-3%	35%[activator]	-4%	5%	-5%	-6%	8%	-33%[12.7 µM]	-3%	COc1ccccc1NC(=O)N1c2ccc(F)cc2CCC1C (stereo unspecified)
5	-4%	26%	x	18%	-5%	-19%	10%	u	2%	CN(c1ccccc1)S(=O)(=O)c1ccc(Cl)c(C(=O)Nc2ccccc2N2CCOCC2)c1
6	-7%	14%	-2%	9%	0%	11%	-3%	-11%[59 µM]	2%	CCc1cccc(C)c1NC(=O)c1cnn(-c2ccc(F)cc2)c1-n1cccc1
7	-9%	32%	x	32%[activator]	-9%	-13%	26%	u	2%	O=S(=O)(Nc1cc(S(=O)(=O)N2CCOCC2)ccc1NCC1CCCO1)c1ccccc1F (stereo unspecified)
8	x	38%	x	-9%	-15%	-24%[11.4 µM]	-3%	x	4%	c1ccc(-c2nnc(-c3ccccn3)nn2)nc1
9	-18%	9%	-3%	-8%	-3%	-23%	-3%	-29%[59 µM]	11%	CCN(CC)CCNC(=O)c1ccc(-n2c(-c3ccccc3)cc3c2CCCC3)cc1
10	u	-4%[57 µM]	0%	6%	-7%	u	50%[activator]	8.9µM*	-1%	COc1ccc2c(c1)c(/C=N/Nc1ccc(C(=O)O)cc1)c(C)n2C
11	-4%	24%	x	6%	i	-23%	2%	-25%	-2%	Cc1ccc(C)c(S(=O)(=O)N2CCN(C(=O)c3ccc(OCc4c(C)noc4C)cc3)CC2)c1
12	50µM*	27%	x	u	-10%	50µM*	0%	-38%[12.7 µM]	1%	O=C(CNC(=O)c1nc[nH]c1C(=O)N1CCNCC1)OCc1ccccc1
13	x	30%	x	4%	-3%	-15%	-5%	x	-1%	c1ccc2c(c1)CCc1ccccc1C2=C1CCNCC1
14	x	3%	x	15%	0%	-5%	1%	x	4%	O=C(NNC(=S)NC(=O)c1ccc(F)cc1)c1ccncc1
15	6%	26%	-2%	u	0%	-6%	0%	0%	-20%	NC(=O)C1CCN(Cc2nnnn2Cc2ccco2)CC1
16	-36%	8%	-7%	15%	11%	-28%	-5%	u	22%	NC(=O)[C@H]1CC2(CC(c3cccc(NC(=O)COc4ccc(Cl)cc4)c3)=NO2)CN1C(=O)c1ccccc1C(=O)c1ccccc1 (stereo partly specified)
17	-2%	31%	-7%	-16%	-10%	0%	-1%	16%[59 µM]	8%	CCc1ccccc1NC(=O)C(CC)Oc1ccccc1-c1nnc(-c2ccccc2)o1 (stereo unspecified)
18	45µM*	13µM*	-2%	17%	-1%	1.8µM*	4%	u	-17%	CN1CCCCCC1=Nc1ccccc1C#N
19	-18%	28%	-1%	11%	3%	-11%	-3%	-15%	-1%	CSc1ccc(S(=O)(=O)N2CC(=O)Nc3ccccc32)cc1
20	-2%	-6%	-2%	75%[activator]	-5%	-32%	0%	35µM*	-1%	CNC(=O)c1nnsc1S(=O)c1ccc(Cl)cc1 (stereo unspecified)
21	-13%	24%	1%	27%	-2%	-12%	0%	-11%	-6%	CCOC(=O)C1CCN(C(=O)N(CC)CC)CC1
22	-17%	69%[activator]	-1%	27%	-7%	-4%	7%	17%[59 µM]	1%	Cc1cccc(C(=O)NCC(=O)OCc2cc(=O)n3nc(C4CC4)sc3n2)c1
23	13%	22%	x	11%	-6%	1%	-5%	-4%	-8%	Cc1cc(C)n2nc(C(=O)OCC(=O)N(C)CC(=O)Nc3ccccc3Cl)nc2n1
24	-7%	26%	-1%	27%	i	5%	-8%	u	0%	Cc1cc(NC(=O)c2cccs2)no1
25	-35%	4%&-1%	-2%&-3%	89µM*	-21%	-34%&-35%	0%	-3%[59 µM]	-14%&-5%	CCN(CC)C(=O)CC(c1ccc2c(c1)OCO2)c1c(OC)cc(OC)c2ccc(=O)oc12 (stereo unspecified)
26	2%	25%	-9%	24%	2%	-18%	1%	-26%	3%	Cc1ccc2c(c1)NC(=O)c1cc([N+](=O)[O-])ccc1O2
27	50µM*	7%	-13%	u	-3%	u	1%	-6%[12.7 µM]	u	O=C(Nc1ccc2c(c1)OCO2)c1cccc2c1C(=O)N(Cc1cccnc1)C2
28	-1%	35%	x	-7%	-9%	-6%	-4%	u	-3%	O=C(C1CCCO1)N1CCN(S(=O)(=O)c2cc(C(F)(F)F)ccc2Cl)CC1 (stereo unspecified)
29	x	27%	2%	34%[activator]	i	-18%	15%	x	2%	COc1ccc2[nH]c3c(c2c1)CCNC3=O
30	u	u	-3%	-20%	-2%	u	5%	45µM*	2%	COc1ccc(-c2csc(N3CCN(C(=O)c4ccco4)CC3)n2)cc1
31	11%	61%[activator]	-4%	1%	-3%	-6%	-8%	24%	-3%	COc1ccc(Br)cc1/C=C1\Oc2ccccc2NC1=O
32	4%	14%	-5%	71%[activator]	-4%	-1%	-13%	-5%[59 µM]	1%	Cc1ccc(S(=O)(=O)CC(O)COc2ccc(F)cc2Cl)cc1 (stereo unspecified)
33	u	-17%	-6%	227%[activator]	i	u	2%	45µM*	u	Cc1cccc(S(=O)(=O)Nc2nc3ccccc3nc2Nc2ccc3c(c2)OCO3)c1
34	0%	29%	-5%	-7%	1%	-3%	-2%	2%[59 µM]	9%	COc1cc(C(=O)Nc2ccc3nn(-c4ccc(F)cc4)nc3c2)cc(OC)c1OC
35	x	56%[activator]	x	15%	-9%	5%	-9%	x	3%	CC(C)NC(=O)N(C)C[C@H]1Oc2ccc(NS(=O)(=O)c3ccc(Cl)cc3)cc2CC(=O)N([C@@H](C)CO)C[C@@H]1C
36	-13%	u	-7%	0%	-15%	u	-8%	13%	-1%	CC1CCCC(C)N1C(=O)CSc1nc(N)cc(N)n1 (stereo unspecified)
37	-32%	-1%	-16%	7%	-4%	-20%	3%	u	0%	COC(=O)C1=C(C)N(CCc2ccccc2)C(=O)C1(NS(=O)(=O)c1ccc(NC(C)=O)cc1)C(F)(F)F (stereo unspecified)
38	-11%[57.1 µM]	32%[activator]	0%	-2%	-2%	-2%	-2%	25%	-1%	Cc1ccc(NC(=O)C2CCN(S(=O)(=O)c3c(C)nn(C)c3C)CC2)c(Cl)c1
39	3%	19%	-13%	5%	-6%	-19%	5%	-39%	4%	COc1ccc(NC(=O)CCN2C(=O)c3ccccc3S2(=O)=O)c(OC)c1
40	7%	20%	4%	-4%	-8%	-12%	9%	-9%[59 µM]	4%	CC1CC(C)(C)N(C(=O)NC2CCCCC2)c2ccccc21 (stereo unspecified)
41	-4%	-4%	x	-19%	-4%	-15%	-1%	-27%	-18%	O=C(C1CC(=O)N(C2CCCC2)C1)N1CCN(c2cccc(C(F)(F)F)c2)CC1 (stereo unspecified)
42	-28%	32%	-2%	0%	-8%	-17%	1%	u	0%	CC1(C)Cc2ccccc2-c2nc(CN3CCOCC3)[nH]c(=O)c21
43	12%	39%[activator]	-5%	0%	-9%	9%	-4%	-8%	1%	COc1ccc2nc(C(F)(F)C(F)(F)F)c(C#N)c(N)c2c1
44	5%	1%[57 µM]	3%	-4%&18%	3%	-7%[57.1 µM]	0%	6%[59 µM]	0%&4%	COc1ccc(N2C(=O)c3ccccc3NC2c2ccc(OC)c(COc3ccccn3)c2)cc1 (stereo unspecified)
45	-37%	-14%	-28%	-12%	x	-36%	u	40µM*	u	COc1ccc(N/C=C2\C(=O)CCc3c2oc2cc(Cl)c(O)c(Cl)c32)cc1

# Continued (3 carried over from the part before).
cpd	BAZ2B block	HP1b binding inh	BLM inh	Pol iota inh	Tb PGK inh	JMJD2A Tudor inh	GLS inh	G9a block	Pin1 inhibitor	structure
43	12%	39%[activator]	-5%	0%	-9%	9%	-4%	-8%	1%	COc1ccc2nc(C(F)(F)C(F)(F)F)c(C#N)c(N)c2c1
44	5%	1%[57 µM]	3%	-4%&18%	3%	-7%[57.1 µM]	0%	6%[59 µM]	0%&4%	COc1ccc(N2C(=O)c3ccccc3NC2c2ccc(OC)c(COc3ccccn3)c2)cc1 (stereo unspecified)
45	-37%	-14%	-28%	-12%	x	-36%	u	40µM*	u	COc1ccc(N/C=C2\C(=O)CCc3c2oc2cc(Cl)c(O)c(Cl)c32)cc1
46	-16%	-2%	0%	3%	-7%	-14%	-11%	-3%[59 µM]	-3%	Cc1ccc(C(=O)N/C(=C\c2ccc(Cl)cc2)C(=O)NCC2CCCO2)cc1 (stereo unspecified)
47	-11%	70%[activator]	-5%	32%[activator]	-1%	-7%	-6%	u	-8%	COc1ccc(/C(C)=N/NS(=O)(=O)c2ccccc2)c(OC)c1
48	7%	29%	1%	15%	i	13%	-14%	2%[59 µM]	-6%	Cc1ccc(NC(=O)CC(C)N2CCCC2)cc1 (stereo unspecified)
49	-3%	0%	-2%	18%	-2%	-12%	-8%	-3%[59 µM]	16%	O=C(NCCc1ccccc1)C(=O)NCC(c1ccco1)S(=O)(=O)c1cccs1 (stereo unspecified)
50	-4%	16%	-1%	10%	2%	-15%	10%	u	1%	O=C(Cc1ccccc1)NCC(=O)OCc1ccc([N+](=O)[O-])cc1
